# Rab9 promoter act = activators of Rab9 promoter; Huh7 Rab9 promoter-luciferase reporter, luminescence, 24 h; Potency, µM (doses to about 9.22 µM), without a hit: at the top dose activation, negative = inhibition, most hits filed as activators; 2.8% of 320,000 active; note: potency is the fitted concentration of half-maximal effect; % of control where 0% means no effect; nearly all actives have a fitted effect of over 60% in size
#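 Quantitative HTS format; Huh7 Rab9-luciferase reporter cells (1500/well) receive compound 2 h post-plating, incubate 24 h at 37 °C, then get luciferase reagent for 10 min before luminescence reading.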
# RORg inh = ROR gamma (mouse) transcription inhibition | Potency, µM (titrated, usually from 53.6 µM), for inactives: at the highest dose activity change, negative = inhibition, actives largely listed as inhibitors | 5.4% of 310,000 active | Drosophila S2 Gal4-RORgamma UAS-luciferase reporter, 20 h | AID 2551; note: potency is the fitted concentration of half-maximal effect; % is set by controls: 0 for no effect and ±100 for the full control effect; nearly all actives have a fitted effect of over 60% in size
#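 Compounds are pin-transferred onto Drosophila Schneider cells expressing a copper-inducible Gal4–ROR gamma transactivation domain fusion. After 1 hr, copper sulfate is added to 700 uM final; luciferase is read 20 hr later.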
# Mito fusion yeast = blocks mitochondrial division or promotes mitochondrial fusion; S. cerevisiae fusion-defective mutant growth rescue, CellTiterGlo 48 h; Potency, µM (series often up to 46.1 µM), for the others: top-dose growth rescue (activation), actives largely listed as activators; 0.23% of 320,000 active; AID 485298;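 note: potency is the fitted concentration of half-maximal effect; % of control where 0% means no effect; nearly all actives have a fitted effect of over 45% in size; temperature-sensitive fusion mutants such as fzo1-1 at 37 °C on non-fermentable ethanol glycerol medium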
#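 Temperature-sensitive fusion-defective S. cerevisiae (e.g. fzo1-1, mgm1-5) were grown with compound in YPEG medium (3% ethanol, 3% glycerol) for 48 hours at 37C. Growth rescue was measured as viability by CellTiterGlo luminescence after 10 minutes at ambient.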
# ELG1 DNA repair = blocks ELG1-dependent DNA repair in HEK293T cells; HEK293T ELG1-luciferase reporter, luminescence, 16 h; DNA damage induced by 5-fluorouridine; Potency, µM (series often up to 46.1 µM), without a hit: at the top dose activity change, negative = inhibition, hits mostly inhibitors; 2.3% of 330,000 active; AID 504467; note: potency is the fitted concentration of half-maximal effect; % is set by controls: 0 for no effect and ±100 for the full control effect; nearly all actives have a fitted effect of over 55% in size
#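 Step one: seed 2,000 cells per well. Step two: pin-transfer compound or DMSO alongside 5-fluorouridine. Step three: incubate 16 hr, 37 °C, 5% CO2. Step four: add ONE-Glo, wait 30 min, read luminescence.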
# Menin MLL FP TR = menin-MLL binding inhibition, Texas Red mutant peptide | Potency, µM (highest dose often 61.6 µM), without a hit: top-dose FP activity change, negative = inhibition, most hits filed as inhibitors | 0.23% of 270,000 active | O00255 | Menin + Texas Red MLL mutant peptide, fluorescence polarization; active = well fitted inhibition curve with a large enough effect in the polarisation, with a control signal flat, not every such curve was filed as active; inconclusive = small, poorly fitted or top-dose-only effect, or effect the other way, or a change in a side signal; inactive = no such curve, though single readings can be large or run the other way; the % refers to the polarisation; note: potency is the fitted concentration of half-maximal effect; % of control where 0% means no effect; many of its hits are not listed in these tables
# KCNH2 3.1 block = KCNH2 3.1 (human) potassium channel inhibition. U2OS KCNH2 3.1, thallium flux FluxOr; hits give low values. activity change, % (tested at about 1.8 µM). 0.95% of 340,000 active. AID 720553;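 active = maximum activity change below -70%; inconclusive = maximum activity change from -70% to -50%; inactive = maximum activity change above -50%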;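 note: thallium influx rate constant from kinetic fluorescence after stimulation buffer; % is set by controls: 0 for no effect and ±100 for the full control effect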
#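 Kinetic fluorescence (2 min after stimulation buffer) measures Tl+ influx through KCNH2 3.1 expressed by viral transduction in U2OS cells; the rate constant is normalized against DMSO controls serving as positive and negative references.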
# FLuc modulator = inhibits or activates purified firefly luciferase, miR-21 counter-screen; AID 588342; purified FLuc, Km substrates, luminescence inhibition; 6.9% of 360,000 active; Potency, µM (titrated, usually from 57.5 µM), for inactives: at the highest dose activity change, negative = inhibition, most hits filed as inhibitors;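 note: potency is the fitted concentration of half-maximal effect; plate controls were vehicle for no effect and reference inhibitor for full effect; nearly all actives have a fitted effect of over 55% in size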
# Target sequence (P08659 whole entry, looked up): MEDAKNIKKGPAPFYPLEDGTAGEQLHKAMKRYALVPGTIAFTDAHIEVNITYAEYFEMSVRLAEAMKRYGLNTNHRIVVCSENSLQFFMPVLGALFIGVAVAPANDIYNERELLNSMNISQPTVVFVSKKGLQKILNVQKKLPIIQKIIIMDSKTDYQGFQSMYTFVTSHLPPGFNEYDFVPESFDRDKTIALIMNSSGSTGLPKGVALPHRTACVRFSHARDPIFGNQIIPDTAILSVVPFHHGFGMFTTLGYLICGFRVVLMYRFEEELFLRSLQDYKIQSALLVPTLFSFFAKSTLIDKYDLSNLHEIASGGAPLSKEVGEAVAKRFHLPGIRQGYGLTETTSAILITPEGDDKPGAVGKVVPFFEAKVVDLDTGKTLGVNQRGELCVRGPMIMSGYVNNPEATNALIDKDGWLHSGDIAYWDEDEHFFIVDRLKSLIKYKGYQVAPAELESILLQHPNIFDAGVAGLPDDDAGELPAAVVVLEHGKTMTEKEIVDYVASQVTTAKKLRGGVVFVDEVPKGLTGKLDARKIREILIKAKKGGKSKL
#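 Purified P. pyralis luciferase (10nM final) with 10uM D-luciferin and 10uM ATP (Km levels) in 50mM Tris acetate pH 7.5, 10mM Mg acetate, 0.01% Tween-20, 0.05% BSA; qHTS 6-point titration, ~60 µM downward; luminescence read.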
# Gal4-VP16 FLuc = inhibits Gal4-VP16 luciferase reporter, ROR gamma counter-screen; Drosophila S2 Gal4-VP16 UAS-luciferase, luminescence, 20 h; Potency, µM (doses to about 53.6 µM), without a hit: top-dose activity, negative = inhibition, usual class: inhibitors; 3.5% of 310,000 active;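 note: Gal4-VP16 expression switched on by copper sulfate through the metallothionein promoter; potency is the fitted concentration of half-maximal effect; % is set by controls: 0 for no effect and ±100 for the full control effect; nearly all actives have a fitted effect of over 50% in size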
# PKM2 act = increases activity of human pyruvate kinase M2. P14618. Potency, µM (highest dose often 57.5 µM), without a hit: at the highest dose activation, actives largely listed as activators. 0.34% of 260,000 active. purified PKM2, Kinase-Glo ATP luminescence, activation; response scale: 0% is enzyme alone, no compound. AID 1631; note: potency is the fitted concentration of half-maximal effect; % is set by controls: 0 for no effect and ±100 for the full control effect; nearly all actives have a fitted effect of over 55% in size
# Target sequence (P14618 whole entry, looked up): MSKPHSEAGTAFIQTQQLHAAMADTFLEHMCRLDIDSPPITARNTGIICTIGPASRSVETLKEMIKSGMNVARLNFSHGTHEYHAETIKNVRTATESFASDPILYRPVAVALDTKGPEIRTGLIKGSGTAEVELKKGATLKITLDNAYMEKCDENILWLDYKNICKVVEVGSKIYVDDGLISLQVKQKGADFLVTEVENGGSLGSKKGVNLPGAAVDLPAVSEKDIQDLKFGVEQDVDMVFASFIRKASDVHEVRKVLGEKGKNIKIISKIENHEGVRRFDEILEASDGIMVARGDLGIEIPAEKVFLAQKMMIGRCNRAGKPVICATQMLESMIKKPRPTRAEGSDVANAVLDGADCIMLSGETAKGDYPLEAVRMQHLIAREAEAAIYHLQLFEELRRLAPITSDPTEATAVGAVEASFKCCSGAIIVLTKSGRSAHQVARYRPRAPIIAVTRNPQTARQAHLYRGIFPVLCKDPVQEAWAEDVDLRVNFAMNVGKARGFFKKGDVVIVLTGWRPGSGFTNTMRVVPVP
#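 ATP formation by purified human PK-M2, quantified via coupled luciferase luminescence after 1 h at room temperature with 0.1 mM ADP and 0.5 mM PEP final.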
# MBNL1 CUG block = blocks human MBNL1 binding to CUG repeat RNA. AID 2675. Q9NR56. TR-FRET MBNL1-His/biotin-(CUG)12 binding, 665/545 ratio. Potency, µM (titrated, usually from 57.5 µM), without a hit: at the highest dose activity change, negative = inhibition, hits mostly inhibitors. 0.036% of 280,000 active; active = well fitted inhibition curve with a large enough effect in the signal ratio, with a control signal flat, not every such curve was filed as active; inconclusive = small, poorly fitted or top-dose-only effect, or effect the other way, or a change in a side signal; inactive = no such curve, though single readings can be large or run the other way; the % refers to the signal ratio; note: potency is the fitted concentration of half-maximal effect; % is set by controls: 0 for no effect and ±100 for the full control effect
#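 Compounds (final 92 nM to 58 uM) are added to His-tagged MBNL1 and biotin-(CUG)12, then terbium anti-His antibody and streptavidin-XL665 (5 nM final). After 60 min at room temperature, the 665/545 nm ratio is read.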
# NPC1 promoter act = activates the NPC1 promoter; Huh7 NPC1 promoter luciferase reporter, 24 h; Potency, µM (top dose mostly 9.22 µM), without a hit: top-dose activation, most hits filed as activators; 2.4% of 320,000 active;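 note: potency is the fitted concentration of half-maximal effect; % of control where 0% means no effect; nearly all actives have a fitted effect of over 60% in size; reporter is driven by a mutant NPC1 promoter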
#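 Stably transfected Huh7 (NPC1 promoter→luciferase), 1500 cells/well in Opti-MEM + 10% FBS, 2 h settle, then compound 24 h at 37 °C. Luminescence after 10 min with Amplite reagent.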
# * hit, by the source's call; ? = inconclusive; . = not tested or not shown; [ ] = dose if it differs, or a comment. Unless noted, calls come from the whole dose curve; as a rule, active = well fitted curve in the direction sought with a large enough effect; inconclusive = small, poorly fitted or top-dose-only effect, or another doubt; inactive = no such curve, though single readings can be large; an effect the other way counts as inactive or inconclusive. These rows are one share of the data; the hit share may differ from the screen's.
compound	PKM2 act	RORg inh	MBNL1 CUG block	Menin MLL FP TR	Mito fusion yeast	ELG1 DNA repair	Gal4-VP16 FLuc	FLuc modulator	Rab9 promoter act	KCNH2 3.1 block	NPC1 promoter act
CCC1CCC(N2CCN(c3ccc([N+](=O)[O-])cc3)CC2)CC1 (centres undefined)	3%	-1%	?	?	-5%	-26%	-6%	-1%	0%	-101*	-2%
Cc1ccc(-c2nnc(SCC(=O)NC3CCCC3)n2C)cc1	.	18%	-1%	-4%	-1%	-5%	-14%	-2%	1%	2	2%
Cc1ccc(OCc2nnc(NC(=O)OCC(C)C)s2)c(C)c1	1%	9%	-14%	-22%	-2%	0%	-6%	4%	-1%	.	-1%
O=C(Nc1cccc2ccccc12)/C(Cl)=C/c1ccccc1	-1%	43%	?	-1%	?	?	-9%	12µM*	7%	-26	2%
CC(OC(=O)Cn1c(C(F)(F)F)nc2ccccc21)C(N)=O (centres undefined)	-5%	-14%	2%	15%	-2%	-1%	1%	-3%	-3%	1	-2%
CCC(C)n1cnc2c(c1=O)c1nc3ccccc3nc1n2-c1ccc2c(c1)OCCO2 (centres undefined)	-9%	1%	1%	11%	1%	?	-8%	6%	-6%	4	5%
CCCCN1C(=O)C(=O)N(CC(=O)c2ccc3c(c2)OCO3)C1=O	.	.	.	.	-4%	15%	.	1%	-4%	7	1%
O=C(Nc1ccc2c(c1)OCO2)C1CCCN1C(=O)Nc1ccccc1F (centres undefined)	6%	9%	-2%	16%	-2%	11%	0%	0%	-2%	16	2%
Cc1ccc(S(=O)(=O)N2CCN(C(=O)N(C)C)CC2)cc1	-1%	0%	-4%	2%	-5%	-6%	1%	-1%	11%	0	-1%
Cc1cc(C)cc(NC(=O)Nc2cccc(S(N)(=O)=O)c2)c1	-7%	?	-14%	.	3%	-4%	3%	15µM*	1%	-20	2%
COc1cccc2cc(C(C)N(CCCN3CCOCC3)C(=S)Nc3c(C)cccc3C)oc12 (centres undefined)	-7%	?	-14%	-17%	4%	-15%	-7%[10 µM]	6%	-17%	-10	-4%
CCOC(=O)CC(=O)CSc1nc2c(sc(=S)n2-c2ccccc2)c(=O)[nH]1	8%	21%	-3%	-1%	7%	-3%	-6%	5%	-1%	26	-4%
O=C(NCc1cccs1)Nc1ccc2c(c1)OCO2	3%	44%	-9%	-8%	-5%	?	14%	17µM*	3.5µM*	10	?
CCSc1cc(C)nc2c(-c3ccccc3)c(C)nn12	-1%	0%	0%	2%	4%	29%	19%	?	-1%	1	-1%
C=CCNc1sc(C(=O)c2ccccc2)c(N)c1-c1nc2ccccc2s1	17%	4.5µM*	12%	?	4%	-1%	16µM*	-3%	21%	25	4%
Cc1nc2nc3c(cn2n1)C(=O)CCC3	-4%	-11%	-17%	.	-1%	11%	3%	1%	-3%	9	4%
CCOC(=O)C1=C(C)NC(=O)NC1c1ccc(N(CC)CC)cc1 (centres undefined)	1%	-31%	6%	2%	4%	-3%	8%	-1%	5%	2	-2%
COc1cc2c(cc1OC)[C@@H]1O[C@](c3ccsc3)(C2)Oc2cc(C)n(-c3ccccc3)c(=O)c21	-2%[11.5 µM]	18%[10 µM]	-5%[11.5 µM]	7%[11.7 µM]	0%[9.22 µM]	.	-2%[10 µM]	2%[11.5 µM]	2%[1.84 µM]	.	-10%[1.84 µM]
Cc1ccc(-n2c(SCC(=O)N3c4ccccc4Sc4ccccc43)nnc2-c2ccncc2)cc1	-2%	8%	12%	-21%	-6%	?	1%	1%	1%	-5	-2%
O=C(Nc1ccon1)c1ccc(S(=O)(=O)N2CCOCC2)cc1	1%	22%	6%	14%	-2%	1%	-1%	0%	-1%	-32	1%
COc1ccccc1C(=O)NCC(c1cccs1)N1CCc2ccccc21 (centres undefined)	.	.	.	.	?	?	.	-4%	-3%	-7	-3%
Cc1cc(C)nc(SCc2ccc(C(=O)N/N=C/c3ccncc3)cc2)n1	2%	0%	?	-3%	26%	4%	-2%	0%	-4%	5	-4%
O=C(CN1CCN(C(=O)CNC(=O)c2ccc(N3CCCC3=O)cc2)CC1)Nc1ccccc1Cl	.	.	.	.	2%	-58%	.	2%	-2%	-3	0%
O=C(COc1ccc(Cl)cc1)NCc1nnc(SCC(=O)c2ccccc2)o1	-19%	-2%	32%[activator]	.	-2%	?	-8%	-3%	-2%	11	9%
O=C(COc1ccc(Cl)cc1Br)Nc1ccccc1N1CCCC1	.	.	.	.	?	?	.	-20%	-2%	-9	-3%
O=C1N=C(N2CCCCC2)S/C1=C\c1ccncc1	2%	26%	10%	.	-5%	?	1%	-9%	-6%	8	-4%
CCO[C@@H]1OC(C(=O)NC2CC2)=C[C@H](c2ccc(C(F)(F)F)cc2)[C@H]1CCCO	4%	25%	1%	-6%	0%	?	-3%	-1%	0%	.	-3%
Cc1ccccc1-n1c(=O)c2ccccc2n(CC(=O)NCc2ccco2)c1=O	2%	6%	-7%	4%	-6%	-12%	3%	-2%	-2%	2	-4%
O=C(CN1C(=O)NC2(CCCC2)C1=O)OCc1c(F)cccc1Cl	.	.	.	.	0%	?	.	1%	12%	7	-3%
COc1ccc(S(=O)(=O)N(C)CC(=O)NC2CC2)cc1OC	2%	?	3%	6%	-1%	13%	-1%	2%	2%	-7	-1%
CSc1ccc(C(=O)C2CCCN(S(=O)(=O)c3c(C)noc3C)C2)cc1 (centres undefined)	0%	31%	17%	-14%	4%	?	-1%	5%	-3%	-11	-9%
O=C(O)c1ccc2nc(-c3ccco3)c(-c3ccco3)nc2c1	1%	-6%	?	?	2%	1%	-7%	?	-7%	-1	0%
COCCN1CCn2c(nc3cc(NS(C)(=O)=O)ccc32)C1	.	10%	-9%	4%	8%	-3%	0%	5%	-6%[1.84 µM]	0	1%
CCOC(=O)c1cc2ccc(OC)c(OC)c2c(=O)s1	3%	2%	?	1%	-3%	25%	8%	-18%	-1%	-22	1%
Cc1cc(NS(=O)(=O)c2ccc(NC(=O)CN3C(=O)NC(C)(c4ccccc4)C3=O)cc2)nc(C)n1 (centres undefined)	.	.	.	.	-1%	?	.	-1%	0%	24	0%
CCc1nnc(NC(=O)CSc2nc3cc(OC)c(OC)cc3cc2C)s1	-14%	19%	3%	-25%	-8%	-7%	-15%	-3%	0%	10	4%
O=C(CN1CCN(Cc2ccc3c(c2)OCO3)CC1)NCC(F)(F)F	-2%	-10%	-4%	12%	2%	-3%	4%	3%	-3%	10	-4%
Cc1ccnc(NC(=O)COc2ccc3c(c2)CCC3)c1	.	.	.	.	14%	?	.	0.21µM*	2.5µM*	5	3.2µM*
Clc1ccc(Cc2nc(-c3cccnc3)no2)cc1	-1%	15%	-6%	.	3%	12%	-8%	-1%	5%	-3	0%
CCC(C)(C)c1ccc(OCCCC[n+]2ccccc2)c(C(C)(C)CC)c1	1%	?	-4%	?	11%	18µM*	18µM*	2%	-11%	-15	-19%
c1ccc(CSc2ccc(-c3ccco3)nn2)cc1	-4%	-1%	16%	1%	-3%	?	4%	2.4µM*	1.8µM*	-8	4µM*
CN(Cc1ccccc1)C(=O)N[C@@H](Cc1ccccc1)C(=O)O	-10%	-31%	-3%	1%	0%	-2%	-1%	0%	-1%	-1	1%
COc1ccccc1NC1=NC(CO)(CO)CS1	9%	9%	-4%	.	-8%	13%	3%	?	4%	-7	1%
Cc1ccccc1/[N+]([O-])=C/c1cccs1	?	-3%	4%	5%	-4%	11%	-19%	3%	-4%	-11	-2%
CC(O)c1nc2ccccc2n1Cc1ccccc1 (centres undefined)	-12%[11.5 µM]	-18%	-1%	1%	0%	2%	-7%	1%	4%	0	-5%
COc1ccc2nc(SCC(=O)Nc3ccccc3OC)[nH]c2c1	-10%	44%	-21%	.	2%	-7%	3%	-6%	-1%	-11	1%

# Source: PubChem BioAssay (National Center for Advancing Translational Sciences (NCATS))
